# High-throughput results: PubChem, National Center for Advancing Translational Sciences (NCATS)
# PGK inhibitor: qHTS Assay to Find Inhibitors of Phosphoglycerate Kinase. Phosphoglycerate kinase, glycosomal (Trypanosoma brucei brucei), P07378. PGK/GAPDH coupled, Kinase-Glo luminescence, 60 min. Potency, µM (doses to about 57.5 µM), for inactives: at the highest dose activity change, negative = inhibition, most hits filed as inhibitors. hit rate 0.043% among 380,000; further: potency means the concentration at half of the fitted maximal effect; on the % scale 0 is the no-effect control and ±100 the full control effect; nearly all actives have a fitted effect of over 60% in size
#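 Recombinant glycosomal PGK reaction used 1,3-bisphosphoglycerate generated in-well by GAPDH (100nM final) in 100mM TEA pH 7.6, 5mM MgCl2, 0.01% Tween-20. After 60 minutes at room temperature, ATP was read by Kinase-Glo Plus luminescence end-point.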
# POLB inh: qHTS Assay for Inhibitors of DNA Polymerase Beta | Pol beta primer extension/strand displacement, fluorescence kinetic | P06746 | AID 485314, 2010 | Potency, µM (top dose mostly 114 µM), without a hit: at the highest dose activity change, negative = inhibition, actives largely listed as inhibitors | hit rate 1.3% among 340,000; further: potency means the concentration at half of the fitted maximal effect; on the % scale 0 is the no-effect control and ±100 the full control effect
#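 Homogeneous kinetic assay of primer extension and strand displacement by 10 nM Pol beta, preincubated 15 min at room temperature with compound before 50 nM substrate (final) was added. Read at 0 and 10 min; four-parameter Hill fit.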
# APEX1 inh: qHTS Assay for Inhibitors of the Human Apurinic/apyrimidinic Endonuclease 1 (APE1); recombinant APE1, TAMRA/BHQ-2 abasic DNA cleavage fluorescence; Potency, µM (series often up to 65.8 µM), inactives show top-dose activity change, negative = inhibition, actives largely listed as inhibitors; hit rate 0.35% among 350,000;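 further: potency means the concentration at half of the fitted maximal effect; plate controls were vehicle for no effect and reference inhibitor for full effect; nearly all actives have a fitted effect of over 55% in size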
#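 Step 1: APE1 (0.75 nM) with compound, 15 min RT. Step 2: add 50 nM fluorophore/quencher THF duplex. Step 3: three fluorescence reads 60 s apart (525/598 nm); read 3 minus read 1 = reaction progress.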
# POLK inh: qHTS for Inhibitors of Polymerase Kappa. DNA polymerase kappa (Homo sapiens), Q9UBT6. purified Pol kappa, fluorescent DNA synthesis assay, 10 min. Potency, µM (series often up to 107 µM), without a hit: at the highest dose activity, negative = inhibition, actives largely listed as inhibitors. hit rate 0.53% among 400,000; further: potency means the concentration at half of the fitted maximal effect; on the % scale 0 is the no-effect control and ±100 the full control effect
#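 Inhibition of 10 nM Pol kappa is measured by a fluorescent read-out at 0 and 10 min following addition of 50 nM substrate (final), with a 15-min room-temperature compound preincubation.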
# Pol iota inh: qHTS for Inhibitors of Polymerase Iota; DNA polymerase iota (Homo sapiens), Q9UNA4; Pol iota fluorescent replication assay, 10 min; Potency, µM (doses to about 115 µM), without a hit: at the top dose activity, negative = inhibition, most hits filed as inhibitors; hit rate 1% among 390,000; further: potency means the concentration at half of the fitted maximal effect
#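 Pol iota at 10 nM preincubated 15 min with compounds at room temperature; reaction started with fluorescent substrate, 50 nM final. Fluorescence read kinetically at 0 and 10 min; buffer-only wells as negative control.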
# BLM helicase inh: qHTS Assay for Inhibitors of Bloom's syndrome helicase (BLM) | recombinant BLM DNA unwinding, fluorescence dequenching | AID 2528, 2010 | hit rate 0.2% among 350,000 | Potency, µM (highest dose often 56.1 µM), inactives show at the highest dose activity change, negative = inhibition, hits mostly inhibitors | RecQ-like DNA helicase BLM (Homo sapiens), P54132;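 further: potency means the concentration at half of the fitted maximal effect; plate controls were vehicle for no effect and no enzyme for full effect; nearly all actives have a fitted effect of over 35% in size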
# POLH inh: qHTS for Inhibitors of Polymerase Eta | DNA polymerase eta (Homo sapiens), Q9Y253 | recombinant Pol eta, fluorescent DNA replication assay | Potency, µM (top dose mostly 114 µM), without a hit: at the top dose activity change, negative = inhibition, most hits filed as inhibitors | hit rate 1.2% among 390,000 | AID 588591, 2011; further: potency means the concentration at half of the fitted maximal effect; on the % scale 0 is the no-effect control and ±100 the full control effect
# Target sequence (Q9Y253 whole entry, looked up): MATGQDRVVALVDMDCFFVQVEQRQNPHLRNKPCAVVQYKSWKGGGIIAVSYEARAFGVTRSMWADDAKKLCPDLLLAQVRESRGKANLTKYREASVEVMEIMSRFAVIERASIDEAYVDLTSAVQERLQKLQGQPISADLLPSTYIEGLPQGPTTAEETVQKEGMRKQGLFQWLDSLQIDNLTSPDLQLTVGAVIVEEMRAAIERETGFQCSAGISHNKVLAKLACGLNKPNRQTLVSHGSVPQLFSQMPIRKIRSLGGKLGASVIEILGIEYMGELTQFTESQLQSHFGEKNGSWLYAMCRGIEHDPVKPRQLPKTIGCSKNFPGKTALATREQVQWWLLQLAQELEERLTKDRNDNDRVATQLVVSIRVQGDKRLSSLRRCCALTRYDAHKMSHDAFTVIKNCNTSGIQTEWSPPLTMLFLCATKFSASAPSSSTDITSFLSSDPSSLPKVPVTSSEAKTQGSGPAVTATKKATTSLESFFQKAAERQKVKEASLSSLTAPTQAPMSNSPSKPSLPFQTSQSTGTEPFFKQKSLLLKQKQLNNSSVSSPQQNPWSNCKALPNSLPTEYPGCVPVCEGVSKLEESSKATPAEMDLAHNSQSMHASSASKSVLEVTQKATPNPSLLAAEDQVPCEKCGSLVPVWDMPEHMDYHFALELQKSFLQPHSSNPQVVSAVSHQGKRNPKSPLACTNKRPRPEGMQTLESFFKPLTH
#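 Pol eta (10 nM) was preincubated with compounds for 15 min at room temperature, after which fluorescent replication substrate (50 nM final) was added to start the reaction. Fluorescence was read kinetically at 0 and 10 min.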
# Apoferritin bind: qHTS Assay for Identification of Novel General Anesthetics. apoferritin/1-aminoanthracene competitive binding, fluorescence. Potency, µM (highest dose often 77.5 µM), without a hit: at the highest dose activity change, negative = displacement, hits mostly inhibitors. hit rate 0.074% among 350,000. AID 485281, 2010; further: potency means the concentration at half of the fitted maximal effect; on the % scale 0 is the no-effect control and ±100 the full control effect; nearly all actives have a fitted effect of over 20% in size
# Target sequence (P02791 2-175 limits assumed): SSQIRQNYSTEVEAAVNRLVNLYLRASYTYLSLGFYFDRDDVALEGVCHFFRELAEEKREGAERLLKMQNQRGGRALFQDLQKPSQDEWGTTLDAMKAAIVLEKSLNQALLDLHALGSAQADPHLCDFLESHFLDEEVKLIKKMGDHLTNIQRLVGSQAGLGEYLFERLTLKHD
#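 Steps: apoferritin (10 uM) was premixed with half-saturated 1-AMA in PBS, compounds were pin-transferred, plates stood 10 min at room temperature, fluorescence was read at 380/535 nm, and curves were fitted with a Hill equation.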
# RXFP1 antag: qHTS Assay for Antagonists of the Relaxin Receptor RXFP1; Relaxin receptor 1 (Homo sapiens), Q9HBX9; HEK293-RXFP1, relaxin-stimulated cAMP HTRF, 30 min; stronger effect = lower value; activity change, negative = inhibition, % at 57.5 µM; hit rate 0.59% among 350,000; AID 1259400, 2018;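 active means activity change of -60% or lower, but not beyond a set lower limit; inconclusive means change between -60% and -40%, or beyond the set limit; inactive means change above -40%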; further: on the % scale 0 is the no-effect control and ±100 the full control effect
# * hit, by the source's call; i = inactive; ? = inconclusive; . = not tested or not shown; [ ] = dose if it differs, or a comment. Unless noted, the call rests on the fitted dose curve; in most records, active means well fitted curve in the direction sought with a large enough effect; inconclusive means small, poorly fitted or top-dose-only effect, or another doubt; inactive means no such curve, though single readings can be large; an effect the other way counts as inactive or inconclusive. A portion of the library. The share of hits here may be higher or lower than overall.
SMILES,PGK inhibitor,POLB inh,APEX1 inh,POLK inh,Pol iota inh,BLM helicase inh,POLH inh,Apoferritin bind,RXFP1 antag
COc1cccc2c(=O)n(CC(=O)N3CCC(C)CC3)ccc12,1%,1%,-5%,-15%,0%,3%,-16%,-7%,-2
CN1C(=S)SC2CS(=O)(=O)CC21C (stereo not drawn),0%,5%,3%,-7%,23%,-8%,-12%,4%,-16
Cc1cc(NS(=O)(=O)c2ccc(NC(=O)CCCOc3ccccc3)cc2)no1,2%,-2%,-1%,-10%,37%[activator],2%,-15%,7%,-9
Cc1ccc(CN2CCN(c3ccccc3Cl)CC2)o1,3%,.,.,-3%,166%[activator],.,-12%,.,12
CCOc1cc(/C=C2\SC(=O)N=C2N)ccc1O,-4%,19%,-3%,-13%,9%,-8%,?,-15%,-8
COc1ccc(C(=O)Nc2nc3ccc4nc(C)sc4c3s2)cc1,-5%,15%,6%,2%,5%,-10%,-9%,7%,.
COc1ccc(C(=O)Nc2cc(-c3ccccc3)nn2-c2ccccc2)cc1,0%,6%,.,-8%[60.1 µM],17%,-9%,-23%,-3%,.
CCOC(=O)c1ccc(NC(=O)N2CCN(S(C)(=O)=O)CC2)cc1,0%,-10%,2%,-15%,2%[58.9 µM],-2%,-6%,13%,-12
NC(=O)C1CCN(C(=O)c2ccc(NS(=O)(=O)c3ccc(Br)s3)cc2)CC1,-6%,.,-13%,-14%,2%,.,0%,.,3
Cc1ccc(-c2cc3ncc4c(n3n2)-c2ccccc2OC4)cc1,i,-1%,.,2%,?,-3%,1%,-3%,.
O=C(CN1C(=O)c2ccccc2C1=O)Nc1ccc(S(=O)(=O)NCC2CCCO2)cc1 (stereo not drawn),2%,6%,13%,-2%[60.1 µM],-13%,-2%,9%,-10%,-17
C=CCNC(=O)CC(=O)N/N=C/c1ccc(F)cc1,i,1%,7%,7%,14%,4%,-10%,-11%,-5
CC(NS(=O)(=O)c1ccc(F)cc1)C(=O)NCc1ccncc1 (stereo not drawn),i,39%,10%,2%,-10%,-13%,-11%,5%,-1
Clc1ccc(-c2noc(CCCOc3ccccc3)n2)cc1,i,4%,-1%,-9%,37%[activator],-2%,-14%,-11%,2
CCOc1ccccc1CNC(=O)c1oc2c(c1C)-c1[nH]ncc1CC2,10%,?,.,0%,10%,-5%,-13%,16%,1
Cc1nc(-c2cnn(-c3ccccc3)c2)c2cc(C)oc2n1,-10%,10%,9%,1%,13%,-6%,-6%,-3%,-7
C/C=C/C=C/[C@H]1Cc2cc(O)cc(O)c2O1,.,50µM*,?,.,.,-20%,.,5%,.
Clc1ccc(OCc2nc(-c3ccncc3)no2)c(Cl)c1,2%,-27%,-7%,-13%,10%,-7%,-17%,-17%,-11
O=P(O)(O)c1ccccc1OCCOCCOc1ccccc1P(=O)(O)O,.,?,-3%,-7%,-18%,1%,11%,39%[activator],-7
COC(=O)c1sccc1S(=O)(=O)N1CCCC(N(C)CCc2ccccn2)C1 (stereo not drawn),5%,9%,9%,4%,148%[activator],-1%,-19%,-4%,-6
CCN(CC)C(=O)CSc1nnc(-c2ccc(S(=O)(=O)NCc3ccccc3Cl)cc2)o1,0%,38%,-5%,-4%,-2%,-4%,-4%,-22%,0
COc1ccccc1NC(=O)c1ccc2snnc2c1,-10%,20%,16%,11%,10%,1%,-7%,-15%,-12
COc1ccc(NC(=O)CN2C(=O)CSC2=O)cc1,5%,2%,-1%,-2%,138%[activator],-5%,-10%,-9%,-3
CCOc1ccc(-c2cn3c(n2)sc2cc(C(=O)NCCCN(CC)CC)ccc23)cc1,3%,17%,.,-22%,0%,2%,?,-6%,2
CCCOc1ccc(C2CC(=O)Nc3cc(OC)c(OC)cc32)cc1 (stereo not drawn),-1%,-4%,2%,8%,32%[activator],-4%,-17%,-14%,1
O=C(COC(=O)Cc1c(Cl)cccc1Cl)NC1CCCC1,i,.,-3%,4%,24%,.,-4%,.,-2
Cc1cccc(N(CC(=O)N/N=C/c2ccc(OCC(=O)NCc3ccco3)cc2)S(C)(=O)=O)c1C,i,2%,-9%,-6%,18%,-4%,-19%,-18%,-5
O=C(c1cccc(S(=O)(=O)N2CCCCCC2)c1)N1CCN(c2ccccc2)CC1,5%,-2%,4%,0%,34%,-2%,-12%,-15%,3
COc1ccc(/C=C2\N=C(c3ccc(C)cc3)OC2=O)cc1,i,-27%,29%,-8%,49%[activator],-4%,0%,-3%,3
Cc1cccc(-c2noc(CCC(=O)Nc3ccccc3)n2)c1,.,11%,11%,-11%,-14%,-6%,-2%,-1%,-12

# 5 compounds picked at random from those above, as already listed:
SMILES,PGK inhibitor,POLB inh,APEX1 inh,POLK inh,Pol iota inh,BLM helicase inh,POLH inh,Apoferritin bind,RXFP1 antag
CCCOc1ccc(C2CC(=O)Nc3cc(OC)c(OC)cc32)cc1 (stereo not drawn),-1%,-4%,2%,8%,32%[activator],-4%,-17%,-14%,1
Clc1ccc(-c2noc(CCCOc3ccccc3)n2)cc1,i,4%,-1%,-9%,37%[activator],-2%,-14%,-11%,2
COc1ccc(NC(=O)CN2C(=O)CSC2=O)cc1,5%,2%,-1%,-2%,138%[activator],-5%,-10%,-9%,-3
Cc1ccc(-c2cc3ncc4c(n3n2)-c2ccccc2OC4)cc1,i,-1%,.,2%,?,-3%,1%,-3%,.
Cc1cc(NS(=O)(=O)c2ccc(NC(=O)CCCOc3ccccc3)cc2)no1,2%,-2%,-1%,-10%,37%[activator],2%,-15%,7%,-9

# Next section.
SMILES,PGK inhibitor,POLB inh,APEX1 inh,POLK inh,Pol iota inh,BLM helicase inh,POLH inh,Apoferritin bind,RXFP1 antag
O=C(Nc1nc2c(s1)CCCC2)c1ccccc1F,?,3%,.,-5%,9%,-4%,4%,-15%,-33
CC(C)CC(CO)N1CCN(C(=O)c2ccc(Cl)cc2Cl)CCC1=O (stereo not drawn),0%,31%,15%,5%,17%,2%,4%,1%,.
CC1=NOC(=O)/C1=C/c1ccc(N(C)C)cc1,-7%,2%,0%,9%,?,4%,-1%,-15%,-6
Cc1ccc(NC(=O)CN2C(=O)COc3ccc(S(=O)(=O)N4CCCCCC4)cc32)cc1Cl,-9%,23%,.,2%,1%,8%,-19%,-23%,-10
CCCCCNC(=O)c1c[nH]c2ccc(S(=O)(=O)N3CCC4(CC3)OCCO4)cc2c1=O,-7%,-5%,2%,-4%,-10%,-22%,?,-10%,-4
CC(C)(C)n1nc2c(c1NC(=O)c1ccc(S(=O)(=O)N3CCCCC3)cc1)CS(=O)C2 (stereo not drawn),-3%,-4%,?,-11%,31%,2%,-1%,-15%,4
Cc1ccc(S(=O)(=O)N2CCN(C(=O)COC(=O)CCOc3cc(C)ccc3C)CC2)c(C)c1,0%,.,.,-14%,-3%,.,-24%,.,4
CCOc1ccc(C2C(C#N)=C(N)Oc3nc[nH]c(=O)c32)cc1 (stereo not drawn),-7%,30%,13%,-7%,30%,-13%,-1%,-6%,15
O=c1cc(CO)oc(C(Nc2ccccn2)c2ccccc2Cl)c1O (stereo not drawn),-6%,6%,9%,-13%,39%[activator],-6%,-7%,-11%,-17
CC(C)COc1ccc(C(=O)NC(=S)Nc2ccc(CN3CCOCC3)cc2)cc1,-9%,18%,3%,2%,25%,1%,-4%,-12%,5
CNS(=O)(=O)c1cn(CC(=O)N2CCN(c3ccc(Cl)cc3)CC2)cc1S(=O)(=O)NC,i,11%,.,7%,11%,1%,-16%,28%,-17
CC1CN(C(=O)CN2C(=O)NC3(CCCCCC3)C2=O)CC(C)O1 (stereo not drawn),-2%,8%,17%,4%,24%,-1%,7%,-5%,-15
O=C(O)CNC(=S)N(Cc1ccccc1)Cc1cccs1,-2%,25%,3%,3%,-11%,3%,-17%,-3%,-25
COc1ccc(C2NCCc3c2[nH]c2ccccc32)cc1CSc1nc2ccccc2s1 (stereo not drawn),-2%,3%,?,-21%,-8%,-13%,-14%,-12%,-2
